Assay outcomes (PubChem BioAssay)
HCV core inhibition: blockers of core106 self-association – biochemical, TR-FRET, triplicate, confirmation (AID 2152) | TR-FRET GST-/Flag-core106 dimerization, HTRF; stronger effect = higher value | inhibition, % at 5 µM | 2,300 compounds, 1% hits;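 active = mean inhibition over three replicate wells above the hit threshold derived in the earlier primary screen, cut at about 45% in these data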;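 also: 0% = DMSO wells and 100% = unlabelled core106 competitor control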
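Test system: GST- and Flag-tagged HCV core106 peptides, dimerization via antibody TR-FRET | Medium: HEPES/KF buffer, pH 7.45 | Also added: Eu(K)-anti-GST plus XL665-anti-FLAG antibodies | Times: 4 h incubation, 22.5 °C | Signal: TR-FRET, excitation 340 nm, emission 671 and 617 nm | Evaluation: Percent inhibition from emission ratio | Replication: Triplicate wells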
The depositor's hits bear a star. The list is partial; the hit share may differ from the screen's.

No.	molecule	HCV core inhibition
1	O=Cc1ccc2oc3nc4n(c(=O)c3c(=O)c2c1)CCCS4	19
2	CCCOc1ccc(-c2c(C(=O)N/N=C/c3ccc(OCC)cc3)nnn2-c2nonc2N)cc1	-1
3	COc1ccc(-c2cc(OC(=O)c3ccc(F)cc3)c3c(C)oc(C)c3c(=O)c2)cc1	0
4	O=C(Nc1ccc2c(c1)OCO2)c1cccc2c1C(=O)N(Cc1cccnc1)C2	4
5	CCCCC1=CC2=C(c3ccco3)C(=O)C(C)(OC(=O)c3ccc(OC)cc3)C(=O)C2=CN1c1ccc(OC)cc1 (stereo unspecified)	19
6	Cc1ccc(NC(=O)c2cc(-c3ccc(C)o3)nc3ccccc23)cc1	0
7	O=C(Nc1ccc(-c2noc(CCc3ccccc3)n2)cc1)c1ccco1	-12
8	CCCCN(C(=O)c1cc(-c2ccco2)nc2ccccc12)c1c(N)n(CCCC)c(=O)[nH]c1=O	-2
9	COc1cccc(NC(=O)CN(C)C(=O)CCc2nc3sc4c(c3c(=O)[nH]2)CCCC4)c1	-3
10	CCOC(=O)c1nn(-c2ccccc2C)c2nc(-c3ccc(Cl)cc3)c(C#N)c(=O)n12	4
11	Nc1c2c(nc3ccc(Br)cc13)N(c1ccccc1)CC2	1
12	CCc1ccc(S(=O)(=O)/N=C2\C=CC(=O)c3ccccc32)cc1	14
13	CCOc1ccc(N2C(=O)C3Sc4[nH]c(=O)sc4C(/C=C/c4ccccc4)C3C2=O)cc1 (stereo unspecified)	-5
14	Cc1ccc(-c2csc3ncnc(SCc4ccc(C(=O)O)cc4)c23)cc1	-2
15	Cc1cc(=O)oc2cc(OCC(=O)c3ccc4c(c3)NC(=O)CO4)ccc12	14
16	O=C(Cn1cnc2sc(-c3ccccc3)cc2c1=O)NCc1ccco1	4
17	CCSc1nnc(NC(=O)C2Cc3ccccc3CN2S(=O)(=O)CC)s1 (stereo unspecified)	3
18	CCOC(=O)c1ccc2c(c1)C1C=CCC1C(C(=O)OCC)N2 (stereo unspecified)	-3
19	O=C(Nc1ncc(S(=O)(=O)c2ccc([N+](=O)[O-])cc2)s1)c1ccc2ccccc2c1	-4
20	C=C(NC(=O)C(=C)NC(=O)c1csc(C2=NC3c4csc(n4)C4NC(=O)c5csc(n5)C([C@@](C)(O)C(C)O)NC(=O)C5CSC(=N5)/C(=C\C)NC(=O)C(C(C)O)NC(=O)c5csc(n5)[C@]3(CC2)NC(=O)C(C)NC(=O)C(=C)NC(=O)C(C)NC(=O)C(C(C)CC)NC2C=Cc3c(C(C)O)cc(nc3C2O)C(=O)OC4C)n1)C(N)=O (stereo partly specified)	48*
21	Cc1ccc(Cl)cc1N1CCN(C(=O)c2ccc(NS(=O)(=O)c3c(C)noc3C)cc2)CC1	-3
22	N#C/C(=C\c1ccc(-c2ccc([N+](=O)[O-])cc2)o1)C(=O)Nc1nc(-c2cccs2)cs1	19
23	CS(=O)c1nc(-c2ccc(Br)cc2)cc(-c2ccccc2)c1C#N (stereo unspecified)	20
24	Cc1cc(C(=O)N/N=C2\CC(=O)c3ccccc32)c(C)n1-c1ccc(F)cc1	33
25	CCOc1ccc(-n2c(N)c(C(=O)NCc3ccco3)c3nc4ccccc4nc32)cc1	-3
26	COc1cc(NC(=O)c2ccccc2)c(OC)cc1NC(=O)Cc1cccs1	33
27	CC/C(C)=N/Nc1nc(-c2cc3cccc(OC)c3oc2=O)cs1	19
28	CCOC(=O)c1sc(NC(=S)NC(=O)CC(C)C)cc1C	23
29	O=C1C2C3C=CC(C4CC34)C2C(=O)N1/N=C/c1ccc(-c2ccc(Cl)cc2[N+](=O)[O-])o1 (stereo unspecified)	-5
30	COc1ccc(CCn2c(=N)c(C(=O)NCc3ccco3)cc3c(=O)n4ccccc4nc32)cc1	0
31	CN(C)c1ccc(/C=N/NC(=O)c2ccc(CN3C(=O)c4cccc5cccc3c45)cc2)cc1	-2
32	COc1ccc(C(=O)Oc2coc(CSc3nnc(NC(=O)c4cccs4)s3)cc2=O)cc1	4
33	Cc1oc(C)c2c(=O)ccc3c(c12)OC(N)=C(C#N)C3c1ccc(F)cc1 (stereo unspecified)	-2
34	COc1cc(C2Nc3c(F)cccc3C3C=CCC32)cc(Br)c1OC (stereo unspecified)	0
35	COc1ccc(NC(=O)CSc2nc3nc(-c4cccs4)cc(C(F)(F)F)c3c(=O)[nH]2)c(OC)c1	2
36	O=C(COC(=O)c1ccc2c(c1)C(=O)N(Cc1ccncc1)C2=O)Nc1ccccc1[N+](=O)[O-]	12
37	Cc1ccc(CNC(=O)CSc2c3c(nc4cc(Cl)ccc24)CCCC3)o1	-3
38	O=C(Nc1nc(-c2ccc(S(=O)(=O)N3CCCC3)cc2)cs1)C1COc2ccccc2O1 (stereo unspecified)	4
39	COc1ccccc1CNC(=O)Nc1cccs1	-3
40	Cc1ccc(-c2cc(C(=O)NCc3cn(C)nc3C)c3cc(Br)ccc3n2)cc1	4
41	COC(=O)c1ccccc1NC(=O)c1ccc2nccnc2c1	13
42	CCc1cc(=O)oc2cc(C)c(CN3CCCC(C)C3)c(O)c12 (stereo unspecified)	3
43	O=C1CC(N2C(=O)/C(=C/C=C/c3ccccc3)SC2=S)C(=O)N1c1ccccc1 (stereo unspecified)	2
44	COc1ccc(C2=NN(c3nc(-c4ccccc4)c(CC(=O)O)s3)C(c3ccco3)C2)cc1 (stereo unspecified)	51*
45	Cc1ccc(-c2cc(C(=O)N3CCN(c4ccc(F)cc4)CC3)c3ccccc3n2)o1	2
46	CCOC(=O)c1c(NC(=O)CSc2nnc3c(n2)[nH]c2ccccc23)sc2c1CCN(C)C2	-1
47	O=C(Nc1cccc(S(=O)(=O)NC2=NCCCCC2)c1)c1cc(-c2ccco2)nc2ccccc12	41
48	Cc1ccc(N2C(=O)/C(=C\c3ccco3)SC2=S)cc1	-11
49	COC(=O)c1sc(NC(=O)c2cc(-c3ccccc3)nc3ccccc23)c(C#N)c1C	-7
50	Cc1ccc2nc(NC(=O)C3CCN(S(=O)(=O)c4cc([N+](=O)[O-])ccc4Cl)CC3)sc2c1	15
51	O=C(Nc1ccccc1)c1cccc(N2CCCC2=O)c1	1
52	COc1ccc(C2CC(c3ccccc3)=NN2C(=O)CN2N=NC3C(=O)N(c4cccc(F)c4)C(=O)C32)cc1 (stereo unspecified)	5
53	CCCCn1c(NS(=O)(=O)c2ccccc2)c(S(=O)(=O)c2ccc(C)cc2)c2nc3ccccc3nc21	7
54	Cc1cc(C)nc(SCc2nnc(SCC(=O)Nc3nc(-c4ccccc4)cs3)n2-c2ccccc2)n1	2
55	O=C1CSC(=S)N1/N=C/c1ccc(Cl)c([N+](=O)[O-])c1	43
56	O=C(CCC(=O)c1ccc[nH]1)c1ccc(Cl)cc1	-4
57	Cc1ccc(-c2cc(C(=O)Nc3ccccn3)c3ccccc3n2)o1	13
58	CNc1ccc(Br)cc(C(=O)/C=C/c2ccc3c(c2)OCO3)c1=O	-8
59	Cc1ccc(CN2C(=O)C3CCCN3c3ccc(C#N)cc32)cc1 (stereo unspecified)	5
60	COc1ccc2nc(-c3ccco3)c(-c3ccco3)nc2c1	-4

(cont.)
No.	molecule	HCV core inhibition
61	COc1cccc2cc(-c3nc(-c4cccs4)cs3)c(=O)oc12	5
62	COc1ccc(Cl)cc1NC(=O)c1cc(-c2ccco2)on1	6
63	O=S(=O)(c1ccc(NC(=S)N/N=C/c2cccc(Oc3ccccc3)c2)cc1)N1CCOCC1	1
64	CCc1cc2cc3c(cc2nc1SCC(=O)Nc1cc(C)on1)OCO3	7
65	Cc1nn(-c2ccccc2)c(C)c1C(=O)OC/C(O)=C(\C#N)c1nc2ccccc2[nH]1	2
66	O=C(COC(=O)c1ccccc1Nc1cccc(C(F)(F)F)c1)NCc1ccco1	-8
67	CCNc1ccc(Br)cc(C(=O)/C=C/c2ccc3c(c2)OCO3)c1=O	-9
68	Cc1cc(C)c2c(=O)c(/C=C3\NC(=S)NC3=O)coc2c1	-5
69	COc1ccc(CC(=O)OCC(=O)Nc2ncc(Cl)cc2Cl)cc1	-2
70	CCOC(=O)C1=C(c2ccccc2)N=c2s/c(=C\c3ccc(O)cc3)c(=O)n2C1c1cccs1 (stereo unspecified)	-3
71	O=[N+]([O-])c1ccc(N2CCN(S(=O)(=O)c3ccc4ccccc4c3)CC2)cc1NCc1ccco1	-3
72	COc1ccc(NC(=O)NNC(=O)COc2ccc3cc(Br)ccc3c2)c(OC)c1	0
73	COc1ccc(Cl)cc1NC(=O)c1oc(C)nc1C	-1
74	COc1ccc(C(=S)N2CCOCC2)cc1OC(=O)c1cc([N+](=O)[O-])c(C)c([N+](=O)[O-])c1	4
75	Cc1cc(NC(=O)c2ccc(S(=O)(=O)N3CCc4ccccc43)cc2)no1	17
76	CCOc1ccccc1NC(=O)CSc1nc(N)c(C#N)cc1C#N	18
77	O=C(CSc1nnc(Cc2csc(Nc3cccc(Cl)c3)n2)o1)N1CCc2ccccc21	0
78	O=C(O)/C=C\C(=O)Nc1ccccc1C#Cc1ccc(Br)cc1	21
79	COc1ccc(C(=O)c2ccc(N3CCN(C(=O)c4ccc(F)cc4)CC3)c(F)c2)cc1Br	5
80	COc1cccc(-n2c([S-])c(C(=O)Nc3ccc(S(=O)(=O)N4CCOCC4)cc3)[n+]3cc(C(N)=O)ccc23)c1	6
81	O=C(NNC(=O)c1ccccc1F)c1cccc(-n2cccc2)c1	3
82	CCCSc1nc(N)c(C#N)c(-c2ccc(C)cc2)c1C#N	-2
83	O=C(N/N=C/c1ccc([N+](=O)[O-])o1)c1cc(-c2ccc(-c3ccccc3)cc2)nc2ccccc12	24
84	CCOC(=O)c1sc2nc3c(SCCC#N)cc(C(=O)c4cc(F)ccc4O)cn3c(=O)c2c1C	1
85	O=C(NC1CCC(O)CC1)c1ccc(-c2ccc([N+](=O)[O-])cc2)o1 (stereo unspecified)	-10
86	O=C(Cn1c(=O)n(Cc2ccco2)c(=O)c2c3c(sc21)CCCC3)Nc1ccccc1	5
87	O=C(c1ccc(Cl)c(S(=O)(=O)Nc2ccccc2C(=O)N2CCc3ccccc3C2)c1)N1CCc2ccccc2C1	3
88	CN1CCc2c(sc3nc(NN)n(-c4ccc(Cl)cc4)c(=O)c23)C1	14
89	COc1ccc(NC(=O)/C(=C\c2ccc(OS(=O)(=O)c3ccc(C)cc3)cc2)NC(=O)c2ccccc2)cc1	-3
90	N#Cc1sc2nc(-c3ccccc3)cc(-c3ccco3)c2c1N	18
91	Cc1ccccc1C(=O)N1CCc2cc(-c3nc(NC(=O)Cc4ccc5c(c4)OCO5)sc3C)ccc21	0
92	COCCn1c(C)cc(C(=O)COC(=O)c2ccc(NC(=O)CC#N)cc2)c1C	2
93	Cc1ccc2nc3sc(C(=O)NCc4ccco4)c(N)c3cc2c1	-41
94	Cc1ccc(-n2cc(C(=O)c3ccc(F)cc3)nn2)cc1Cl	15
95	O=[N+]([O-])c1cccc(-c2ccc(C(=S)N3CCN(c4ccc(F)cc4)CC3)o2)c1	0
96	CC(C)CC(C(=O)Nc1oc(-c2ccccc2)c(-c2ccccc2)c1C#N)N1C(=O)c2ccccc2C1=O (stereo unspecified)	-1
97	Oc1ccc(/C=N/N(c2ccccc2)c2ccccc2)c(O)c1O	1
98	COC(=O)CSc1ncnc2c1sc1nc(-c3ccco3)c3c(c12)CC(C)(C)OC3	3
99	CC1(C)Cc2c(C#N)c(N3CCN(C(=O)c4ccccc4)CC3)nc(-c3ccco3)c2CS1	-7
100	O=S1(=O)c2ccccc2N=NN1Cc1ccc(Cl)cc1	-4

Another view of part of the listing above.
85. O=C(NC1CCC(O)CC1)c1ccc(-c2ccc([N+](=O)[O-])cc2)o1 (stereo unspecified)
- HCV core inhibition = -10

86. O=C(Cn1c(=O)n(Cc2ccco2)c(=O)c2c3c(sc21)CCCC3)Nc1ccccc1
- HCV core inhibition = 5

87. O=C(c1ccc(Cl)c(S(=O)(=O)Nc2ccccc2C(=O)N2CCc3ccccc3C2)c1)N1CCc2ccccc2C1
- HCV core inhibition = 3

88. CN1CCc2c(sc3nc(NN)n(-c4ccc(Cl)cc4)c(=O)c23)C1
- HCV core inhibition = 14

The list continues.
No.	molecule	HCV core inhibition
101	c1ccc(OCc2nnc3sc(C4COc5ccccc5O4)nn23)cc1 (stereo unspecified)	7
102	N#CC1=C(N)OC2=C(C(=O)CC(c3ccco3)C2)C1c1ccc(OCc2c(F)cccc2Cl)cc1 (stereo unspecified)	-2
103	COc1ccccc1C1C2=C(N=c3s/c(=C/c4cccc(OCC(=O)O)c4)c(=O)n31)c1ccccc1CC2 (stereo unspecified)	10
104	COc1ccccc1N1CCN(C(=O)c2ccc3c(c2)NC(=O)C(CSCc2ccccc2C)N3)CC1 (stereo unspecified)	25
105	COc1cccc(NC(=O)CN(C)C(=O)c2cc3c(s2)CCC3)c1	29
106	Cc1noc(NS(=O)(=O)c2ccc(NC(=O)Cc3ccc([N+](=O)[O-])cc3)cc2)c1C	-3
107	Cc1ccn2c(=O)nc(SCC(=O)c3ccccc3)nc2c1	4
108	O=C(NCc1ccco1)c1ccc(Cn2c(=O)c3ccccc3n(Cc3ccc(Cl)cc3)c2=O)cc1	-3
109	CN1CCc2c(sc3c2c(=O)n(-c2ccccc2)c2nnc(SCc4ccccc4)n32)C1	4
110	Cc1nc(N2CCN(c3ccccn3)CC2)c2c(C)c(C(=O)Nc3ccc(Cl)cc3)sc2n1	6
111	O=C(CN1CCN(c2ccc(F)cc2)CC1)NC(=O)NCc1ccco1	-7
112	CC(C)(C)C1CCC2(CC1)Nc1cccc3cccc(c13)N2	-8
113	CCOc1cc(/C=C2\CCC/C(=C\c3cc(Cl)c(O)c(OCC)c3)C2=O)cc(Cl)c1O	1
